Screening results from PubChem BioAssay.
human PMI inhibition: inhibitors of human PMI, primary screen, biochemical, fluorescence intensity, coupled assay (AID 1209); purified PMI enzyme, coupled fluorescence intensity; higher % means a stronger effect; one-dose inhibition, % at 20 µM; IC50 in µM for titrated hits; 190,000 tested, 0.42% active;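 further: plate controls were DMSO vehicle for no effect and wells lacking substrate for full effect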
M1AAP inhibition: P. falciparum M1AAP inhibitors, biochemical, fluorogenic H-Leu-NHMec substrate, 1536-well (AID 1445); recombinant M1AAP, H-Leu-NHMec fluorogenic kinetic assay; higher % means a stronger effect; one-dose inhibition, % at 30 µM; IC50 in µM for titrated hits; 220,000 tested, 0.42% active;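 active means primary inhibition above the hit cutoff, then over 50% inhibition at one or more dose response concentrations, cut at about 23% in these data, passing the limit was not always enough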;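 further: plate controls were DMSO full reaction for no effect and no enzyme background for full effect; strong numbers were not always called active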
human PMI inhibitors: human PMI inhibitors, high substrate, primary screen, biochemical, fluorescence intensity, high mannose 6-phosphate (AID 1220); recombinant PMI enzyme, coupled fluorescence intensity; higher % means a stronger effect; inhibition, % at 20 µM, or IC50 in µM where a hit was titrated; 190,000 tested, 0.66% active
TNAP activation fold: human TNAP enzyme activators, primary screen, biochemical, luminescent, no phosphate acceptor, uHTS (AID 1001) | purified TNAP, luminescent activation assay, no phosphate acceptor; higher activation fold means a stronger effect | activation fold at 20 µM; hits with a dose series show EC50 in µM | 200,000 tested, 0.03% active; in the data active means activation fold from about 3, or a potency from the dose series; inactive means the rest, 99 in 100 with activation fold below about 1.6; further: many of its hits are not listed in these tables
Myeloid diff MLP: compounds promoting myeloid differentiation. ER-HoxA9 myeloid progenitors, lysozyme-GFP differentiation, flow cytometry. calls only at 10 µM. 360,000 tested, 1% active. AID 624256;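 active means normalized GFP-positive differentiation at or above the plate's own cutoff, the solvent-only control mean plus 3 SD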;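 further: cells exposed to compound for four days before flow analysis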
XIAP displacement: XIAP antagonists, biochemical, IAP family, fluorescence polarization (AID 1018); XIAP BIR domain, fluorescence polarization peptide displacement; higher % means a stronger effect; displacement, % at 20 µM, or IC50 in µM where a hit was titrated; 200,000 tested, 0.007% active; in the data active means displacement above about 50%; further: a part of the inactive calls stands beside numbers as strong as those of hits
P. falciparum M17LAP: P. falciparum M17LAP inhibitors, primary screen, biochemical, fluorogenic H-Leu-NHMec substrate, 1536-well (AID 1619); recombinant M17LAP, H-Leu-NHMec fluorogenic kinetic assay; higher % means a stronger effect; inhibition, % at 30 µM; hits with a dose series show IC50 in µM; 220,000 tested, 0.38% active;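 active means compound inhibiting the enzyme by more than half at any dose during confirmatory dose-response retesting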;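 further: plate controls were full reaction with DMSO carrier for no effect and no enzyme background for full effect; strong numbers were not always called active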
LYP phosphatase: PTPN22 lymphoid phosphatase activity blockers – biochemical, fluorescence intensity, uHTS (AID 1779); recombinant LYP phosphatase, fluorescence intensity; higher % means a stronger effect; one-dose inhibition, % at 11.5 µM; IC50 in µM for titrated hits; 290,000 tested, 0.054% active;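 further: plate controls were vehicle with enzyme for no effect and no enzyme for full effect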
CSM14.1 death rescue: rescue of cells from ER stress-induced death, primary screen, 384-well, CSM14.1, thapsigargin, ATP luminescence (AID 1222); CSM14.1 thapsigargin-induced death rescue, ATP luminescence; higher % means a stronger effect; cellular ATP content (survival), % at 20 µM, or EC50 in µM where a hit was titrated; 190,000 tested, under 10 active;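 active means EC50 below 50 µM in the dose-response confirmation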;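 further: death triggered by thapsigargin at about 15 µM added after 2 h compound pretreatment; cell ATP read after overnight thapsigargin exposure of roughly 18 to 22 hours; normalized against plate controls of thapsigargin alone and 5% DMSO vehicle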
Myeloid diff MLP GFP+ MAC1+ %: second read-out of Myeloid diff MLP, no call of its own (marks repeat the call); GFP+ MAC1+ double positive, %; measured here: differentiation confirmed by MAC1 staining
The depositor's hits bear a star; i = inactive; nt = no result given; + = active, no number. Unless noted, no stated cut-off is given here; in the data, active means inhibition above about 50%; inactive means the rest.

Results follow in this order: human PMI inhibition | M1AAP inhibition | human PMI inhibitors | TNAP activation fold | Myeloid diff MLP | Myeloid diff MLP GFP+ MAC1+ % | XIAP displacement | P. falciparum M17LAP | LYP phosphatase | CSM14.1 death rescue
- Cc1cc(SCC(=O)NN)c2cc(Br)ccc2n1
  nt | 11% | nt | nt | i | 0.7 | nt | 19% | -6% | nt
- COc1cccc2c(SCC(=O)N/N=C/c3ccc(O)cc3O)cc(C)nc12
  10% | 3% | 2% | 1.9 | nt | nt | -13% | 17% | -4% | -0.6%
- CCOC(=O)[C@@H]1CCNC[C@@H]1c1ccccc1
  2% | 2% | 0% | 1.1 | i | 0.5 | -0.6% | -1% | 1% | 0.2%
- c1ccc(Cn2ccnc2SCc2nnc(-c3ccccc3)o2)cc1
  11% | 3% | 11% | 1.1 | i | 7.0 | -3.3% | -4% | 0% | -1.6%
- O=C(CCNC(=O)c1ccccc1)Oc1ccc([N+](=O)[O-])cc1
  -11% | 4% | -10% | 1 | i | 0.2 | -9.7% | 17% | 2% | -0.7%
- Brc1cccc(-c2n[nH]c(-c3ccccc3)n2)c1
  19% | 6% | 19% | 0.4 | i | 1.6 | -4.1% | 5% | 6% | -2.1%
- COc1ccccc1C(=O)NC(CCSC)C(=O)OC(C)C(N)=O (stereo not drawn)
  2% | -9% | 1% | 1 | i | 1.1 | -3.0% | -2% | -7% | 0.2%
- CCc1ccc(C(CNC(=O)c2ccc3c(=O)n(-c4ccccc4F)c(=S)[nH]c3c2)N(C)C)cc1 (stereo not drawn)
  7% | 10% | 8% | 1 | i | 0.1 | -2.6% | 26% | -6% | -1.4%
- C(=N\N(Cc1ccccc1)c1ccccc1)/c1cccnc1
  16% | 12% | 16% | 1.1 | i | 0.7 | 6.6% | 4% | 4% | -7.5%
- COc1ccccc1N1CCN(C(=O)Cn2nnc(-c3cccs3)n2)CC1
  -8% | -4% | -1% | 1.1 | i | 3.6 | -5.1% | 3% | 6% | 5.3%
- Cc1cccc(CSc2nc3c(c(=O)[nH]2)CCCC3)c1
  -11% | 7% | -2% | 1.1 | i | 1.6 | 2.5% | 4% | 2% | -2.7%
- CCOc1cc(/C=N/N=C2/NC(=O)C(CC(=O)O)S2)ccc1OCc1ccc(Cl)cc1 (stereo not drawn)
  2% | 9% | 6% | 1.2 | i | 0.4 | -5.8% | 5% | 12% | nt
- CC(=O)Nc1ccc(S(=O)(=O)Nc2nc3ccccc3nc2N2CCc3ccccc3C2)cc1
  -3% | 12% | 9% | 1 | i | 0.8 | -2.8% | -7% | 0% | -3.6%
- Brc1ccc2ncnc(Nc3cccc4ccccc34)c2c1
  18% | 9% | 43% | 1.1 | i | 3.8 | -7.2% | 0% | -1% | -0.5%
- CCOC(=O)N1CCN(C(=O)CSc2ccc3nnc(-c4ccncc4)n3n2)CC1
  5% | -4% | 8% | 1.1 | i | 0.6 | -5.6% | 9% | -8% | -0.4%
- COC(=O)CCC(=O)OC1(C)C(=O)C=C2C=C(C3CC3)N(CCCOC(C)C)C=C2C1=O (stereo not drawn)
  nt | 9% | nt | nt | i | 1.7 | nt | 18% | -2% | nt
- COc1ccc2[nH]c3c(=O)n(Cc4ccc(C(=O)N5CCCC5)cc4)c(=S)[nH]c3c2c1
  2% | 5% | 7% | 1.1 | i | 0.5 | -4.4% | 0% | -5% | 3.8%
- O=c1[nH]c2cc([N+](=O)[O-])c(NCCO)c([N+](=O)[O-])c2[nH]1
  0% | 10% | 4% | 0.8 | i | 0.1 | -1.8% | 22% | 0% | 2.4%
- CCOC(=O)C1(CC)NC(c2cccc(F)c2)C2C(=O)N(CC)C(=O)C21 (stereo not drawn)
  -7% | 6% | -11% | 1.1 | i | 0.5 | -4.0% | -11% | -7% | -4.8%
- COc1cc(-c2[nH]ncc2CN2CCN(c3cccc(C)n3)CC2)cc(OC)c1OC
  nt | -1% | nt | nt | i | 0.2 | nt | 1% | -10% | nt
- CCOC(=O)C1CCN(C(=O)CC(C)c2ccccc2)CC1 (stereo not drawn)
  -1% | 3% | -6% | 1.1 | i | 1.3 | -5.6% | -1% | -14% | -1.2%
- COc1ccc([N+](=O)[O-])cc1NC(=O)C(C)OC(=O)c1cccnc1 (stereo not drawn)
  -3% | -3% | 6% | 1 | i | 0.2 | -9.3% | 6% | -4% | -0.8%
- Cc1ccc(-c2nc(CN(CC3CCC3)CC3CCCO3)c(C)o2)s1 (stereo not drawn)
  3% | 10% | 6% | 1 | i | 0.2 | -3.9% | -7% | -7% | -2.5%
- O=C(/C=C/c1ccccc1)NC(=S)NNC(=O)c1ccco1
  -13% | -5% | -13% | 1.2 | i | 2.1 | 0.1% | 42% | 4% | -1.9%
- COc1ccc(OC)c(C2C3=C(CCCC3=O)Nc3nnnn32)c1 (stereo not drawn)
  -4% | 3% | 0% | 1 | i | 0.3 | -2.9% | -11% | -8% | -0.8%
- Cc1cc(NC(=O)CN2C(=O)C3CC=CCC3C2=O)no1 (stereo not drawn)
  1% | 6% | -1% | 1.1 | i | 1.8 | -4.6% | 6% | -6% | 2.2%
- COc1ccccc1C(CC(=O)Nc1ccc(C)c(C)c1)c1ccc(OC(C)C)cc1 (stereo not drawn)
  9% | -2% | -7% | 1.3 | i | 0.2 | -2.6% | 6% | 11% | -0.5%
- COc1ccccc1NC(=O)c1ccc(NS(=O)(=O)c2cccc3cccnc23)cc1
  10% | 3% | 3% | 1.2 | i | 0.4 | 0.2% | 4% | 0% | -3.1%
- CC(C)C(NC(=O)c1ccc(C(C)(C)C)cc1)C(=O)OCC(=O)NC(=O)Cc1ccccc1 (stereo not drawn)
  15% | -3% | 17% | 1 | i | 0.6 | -1.0% | 10% | 4% | -0.8%
- FC(F)(F)C(F)(F)c1nnc2ccc(-n3ccnc3)nn12
  -11% | 1% | -2% | 1 | i | 1.7 | -5.5% | -5% | -11% | 0.3%

Random excerpt: two records from the list.
Results follow in this order: human PMI inhibition | M1AAP inhibition | human PMI inhibitors | TNAP activation fold | Myeloid diff MLP | Myeloid diff MLP GFP+ MAC1+ % | XIAP displacement | P. falciparum M17LAP | LYP phosphatase | CSM14.1 death rescue
- COc1cc(-c2[nH]ncc2CN2CCN(c3cccc(C)n3)CC2)cc(OC)c1OC
  nt | -1% | nt | nt | i | 0.2 | nt | 1% | -10% | nt
- Cc1ccc(-c2nc(CN(CC3CCC3)CC3CCCO3)c(C)o2)s1 (stereo not drawn)
  3% | 10% | 6% | 1 | i | 0.2 | -3.9% | -7% | -7% | -2.5%

Further entries
Results follow in this order: human PMI inhibition | M1AAP inhibition | human PMI inhibitors | TNAP activation fold | Myeloid diff MLP | Myeloid diff MLP GFP+ MAC1+ % | XIAP displacement | P. falciparum M17LAP | LYP phosphatase | CSM14.1 death rescue
- Clc1ccc(/C=C/c2ncc3ccccn23)cc1
  nt | 8% | nt | 1.1 | i | 0.3 | -6.1% | -1% | 0% | -2.3%
- CCS(=O)(=O)Nc1ccc(C2=NN(C(=O)c3ccco3)C(c3cccc(F)c3)C2)cc1 (stereo not drawn)
  8% | 14% | 9% | 1 | i | 0.7 | -6.4% | 1% | 2% | -0.4%
- COc1ccc(NC(=O)c2cccnc2Cl)c(S(=O)(=O)N2CCOCC2)c1
  3% | 1% | 37% | 1.1 | i | 0.7 | -0.7% | -4% | -2% | 2.3%
- O=C(NC(=O)c1c(F)cccc1F)O/N=C1\CCCc2occc21
  nt | 4% | nt | nt | i | 0.4 | nt | 3% | -11% | nt
- c1ccc2c(-c3nn[nH]n3)cccc2c1
  -9% | 17% | -14% | 1.2 | i | 0.6 | -6.7% | -2% | -1% | 0.4%
- O=C1NC(=O)C(CC(=O)N(Cc2cccs2)C2(C(=O)NC3CCCCC3)CCCCC2)N1 (stereo not drawn)
  6% | 12% | -3% | 1.1 | i | 0.6 | 0.2% | 8% | -9% | -3.1%
- O=C(NNc1ccccc1)C(CCO)C(=O)NNc1ccccc1
  -77% | 4% | -141% | 1.1 | i | 0.0 | -14% | 5% | 3% | 0.9%
- Cc1nn(C(C)C(=O)NC2C(=O)N3C(C(=O)O)=C(CSc4nnnn4C)CSC23)cc1Cl (stereo not drawn)
  -5% | 10% | -5% | 1.1 | i | 0.9 | -9.1% | 49% | -10% | -4.8%
- O=C1CC2(CCCCC2)Oc2ccc(OCC(=O)N3CCOCC3)cc21
  -20% | 7% | -20% | 1.1 | i | 5.5 | -1.7% | -322% | -5% | -0.1%
- COc1cc(C2Nc3cccc4cccc(c34)N2)cc(OC)c1OC(C)=O
  -17% | 8% | -51% | 1 | i | 0.9 | -8.6% | 15% | 7% | -3.0%
- O=C(Cn1cccc(C(F)(F)F)c1=O)c1ccc(Cl)cc1
  nt | -1% | nt | nt | i | 0.8 | nt | -6% | -6% | nt
- Cc1ccc(CN2CCN(CC(=O)N/N=C/c3ccccc3F)CC2)cc1
  nt | 2% | nt | nt | i | 0.2 | nt | -4% | -8% | nt
- COc1ccc(C(=O)Nc2cccnc2)cc1S(=O)(=O)N1CCOCC1
  -4% | 0% | -6% | 1.1 | i | 2.2 | -7.5% | -3% | -16% | 0.0%
- CC(Oc1ccccc1)C(=O)NNC(=O)c1cccs1 (stereo not drawn)
  -6% | -7% | -11% | 1.3 | + | 34* | -12% | -2% | -12% | -1.0%

Entries from the list above that contain an NH in an aromatic ring, in the order listed:
Results follow in this order: human PMI inhibition | M1AAP inhibition | human PMI inhibitors | TNAP activation fold | Myeloid diff MLP | Myeloid diff MLP GFP+ MAC1+ % | XIAP displacement | P. falciparum M17LAP | LYP phosphatase | CSM14.1 death rescue
- Brc1cccc(-c2n[nH]c(-c3ccccc3)n2)c1
  19% | 6% | 19% | 0.4 | i | 1.6 | -4.1% | 5% | 6% | -2.1%
- CCc1ccc(C(CNC(=O)c2ccc3c(=O)n(-c4ccccc4F)c(=S)[nH]c3c2)N(C)C)cc1 (stereo not drawn)
  7% | 10% | 8% | 1 | i | 0.1 | -2.6% | 26% | -6% | -1.4%
- Cc1cccc(CSc2nc3c(c(=O)[nH]2)CCCC3)c1
  -11% | 7% | -2% | 1.1 | i | 1.6 | 2.5% | 4% | 2% | -2.7%
- COc1ccc2[nH]c3c(=O)n(Cc4ccc(C(=O)N5CCCC5)cc4)c(=S)[nH]c3c2c1
  2% | 5% | 7% | 1.1 | i | 0.5 | -4.4% | 0% | -5% | 3.8%
- O=c1[nH]c2cc([N+](=O)[O-])c(NCCO)c([N+](=O)[O-])c2[nH]1
  0% | 10% | 4% | 0.8 | i | 0.1 | -1.8% | 22% | 0% | 2.4%
- COc1cc(-c2[nH]ncc2CN2CCN(c3cccc(C)n3)CC2)cc(OC)c1OC
  nt | -1% | nt | nt | i | 0.2 | nt | 1% | -10% | nt
- c1ccc2c(-c3nn[nH]n3)cccc2c1
  -9% | 17% | -14% | 1.2 | i | 0.6 | -6.7% | -2% | -1% | 0.4%
